Screening results (PubChem BioAssay)
STAT3 act: activators of IL-6 induced STAT3 signaling; U3A cells, IL-6 STAT3-luciferase reporter, luminescence; 100% = signal with IL-6 EC80 alone; activation (% of control), % at 5.6 µM; 0.91% of 190,000 active; AID 871;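 active means activation above the screen-wide mean of compound activation plus 3 SD, cut at about 130% in these data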;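 further: 0% = background luminescence of wells with medium and substrate only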
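Material: STAT3-luciferase reporter U3A cells; Probe or stimulus: IL-6 (33 ng/mL); Incubation: compound pre-incubation 1 h before IL-6, then 6 h stimulation at 37 °C; Technique: luminescence from STAT3-driven luciferase reporter; Evaluation: % activation versus median of IL-6-stimulated wells; Controls: IL-6-only high control.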
NF-kB neuron act: raises NF-kB expression in human neuronal cells. 1.6% of 190,000 active. NF-kB reporter expression; active compounds read high. fold change at 12.5 µM; in the data active means fold change above about 3.3
FLuc inhib CS: counter-screen for luciferase assay inhibitors: firefly luciferase inhibition; P08659; ATPLite firefly luciferase biochemical luminescence, 10 min; inhibition, % at 10 µM; 1.5% of 200,000 active; AID 1006;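 active means inhibition above about 50% when tested at 10 µM, limit read from the data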
Target sequence (P08659 whole entry, looked up): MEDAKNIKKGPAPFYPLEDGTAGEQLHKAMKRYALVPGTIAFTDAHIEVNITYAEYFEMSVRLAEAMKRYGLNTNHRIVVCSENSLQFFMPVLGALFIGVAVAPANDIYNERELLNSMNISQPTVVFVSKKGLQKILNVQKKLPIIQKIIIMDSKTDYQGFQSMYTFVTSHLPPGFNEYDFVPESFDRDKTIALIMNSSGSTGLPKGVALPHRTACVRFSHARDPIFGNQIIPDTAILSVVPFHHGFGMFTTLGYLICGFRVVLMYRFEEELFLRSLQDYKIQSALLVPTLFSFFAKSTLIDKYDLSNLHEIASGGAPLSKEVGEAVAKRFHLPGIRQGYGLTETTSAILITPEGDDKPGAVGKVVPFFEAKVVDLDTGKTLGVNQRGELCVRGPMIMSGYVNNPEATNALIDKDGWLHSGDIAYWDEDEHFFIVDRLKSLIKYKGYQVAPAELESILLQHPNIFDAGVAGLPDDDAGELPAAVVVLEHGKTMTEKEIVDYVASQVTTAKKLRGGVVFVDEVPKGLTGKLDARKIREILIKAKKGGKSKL
RAM network inh: yeast RAM network inhibition | S. cerevisiae dse1pr::URA3 reporter, 5-FOA growth OD615, 2 d; analog-sensitive cbk1-as2 kinase mutant strain | inhibition, % at 50 µM | 1.8% of 190,000 active | AID 868;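 active means inhibition above a set limit, 3 SD over mean compound inhibition, cut at about 8.4% in these data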;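 further: 0% = DMSO-only wells with no growth and 100% = 10 µM 1-NA-PP1 full growth; inhibition rescues growth on 5-FOA so higher OD means more RAM inhibition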
STAT3 blocker: inhibitors of IL-6 induced STAT3 signaling; inhibition, % at 5.5 µM; U3A cells, IL-6 STAT3-luciferase reporter, luminescence; host cell line lacks STAT1; 0.89% of 190,000 active;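 active means inhibition above the mean inhibition across all screened compounds plus 3 SD, cut at about 44% in these data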;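 further: 0% = DMSO only wells and 100% = 100 µM nifuroxazide control wells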
STAT1 act: activators of IFN-gamma induced STAT1 signaling; NIH 3T3 STAT1-luciferase reporter, luminescence; 100% = IFN-gamma alone, no compound; 2.6% of 200,000 active; activation (% of control), % at 5.5 µM; AID 932;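 active means activation above the screen-wide mean activation plus 3 SD, cut at about 130% in these data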;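 further: raw ratio to IFN-gamma control signal so 100% means no change and 0% no light; values of inactives mirror those of a sister screen read the other way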
APP 5'UTR act: APP 5'UTR luciferase reporter activation; SH-SY5Y APP 5'UTR luciferase reporter, luminescence; zero percent = DMSO vehicle wells; activation, % at 2 µM; 1% of 190,000 active; AID 1276;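 active means activation above a set limit, based on mean plus 3 SD of controls, cut at about 140% in these data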; further: values of inactives mirror those of a sister screen read the other way
APP transl inh: APP translation inhibition; SH-SY5Y APP 5'UTR-luciferase reporter, luminescence; inhibition, % at 2 µM; 0.82% of 190,000 active; AID 1285;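 active means inhibition above a set limit, derived from the sample mean plus 3 SD, cut at about 45% in these data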; further: values of inactives mirror those of a sister screen read the other way
Hsp70 activator: Hsp70 transcriptional activation, primary screen | HeLa Hsp70 promoter luciferase reporter, luminescence; scaled: vehicle 0, proteasome-inhibitor control 100% | activation, % at 10 µM | 0.04% of 200,000 active;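 active means activation above the mean across all tested compounds plus 3 SD, cutoff set per campaign, cut at about 5.5% in these data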;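 further: 100% = MG132 at 30 µM as the positive control and 0% = DMSO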
STAT1 inh: inhibitors of IFN-gamma induced STAT1 signaling; NIH 3T3 STAT1-luciferase reporter, luminescence; inhibition, % at 5.5 µM; 0.35% of 200,000 active; AID 920;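 active means inhibition above a set limit, the mean inhibition across all tested compounds plus 3 SD, cut at about 34% in these data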;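 further: 0% = IFN-gamma with DMSO and 100% = IFN-gamma with 300 µM nifuroxazide; values of inactives mirror those of a sister screen read the other way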
* hit, by the source's call.

Compound | APP transl inh | RAM network inh | STAT3 blocker | STAT3 act | FLuc inhib CS | STAT1 inh | NF-kB neuron act | Hsp70 activator | STAT1 act | APP 5'UTR act
COc1ccc(NC(=O)C(=O)NCCCn2ccnc2)cc1 | 19.8 | 0.8 | -4.4 | 106.8 | -2.2 | -1.7 | 1.2 | -0.4 | 99.6 | -19.8
Cc1ccc(OCCN2CCN(C(=O)CCC(=O)Nc3nnc(C)s3)CC2)cc1 | 8.0 | 0.6 | 4.4 | 99.8 | 0.0 | -10.0 | 1.24 | -0.4 | 109.1 | -8.0
COc1cc(/C=C/C(=O)OCC(=O)N2CCOCC2)ccc1OCC#N | 9.5 | 0.1 | -1.4 | 104.5 | -6.0 | 1.7 | 1.26 | -0.3 | 98.0 | -9.5
Cc1cc2n(n1)C(c1ccco1)Nc1ccccc1-2 (stereo unspecified) | -10.6 | 1.7 | 2.1 | 100.6 | 0.0 | 0.2 | 0.88 | -0.2 | 99.8 | 10.6
CCc1ccc(C(C)NC(=O)Cc2ccc(F)cc2)cc1 (stereo unspecified) | -4.1 | -0.1 | 2.0 | 103.4 | 0.2 | 5.0 | 1.04 | -0.3 | 93.5 | 4.1
COC(=O)C1CCN(C(=O)c2c(-c3ccccc3Cl)noc2C)CC1 | -8.8 | 1.6 | -0.7 | 104.2 | -3.2 | 5.5 | 1.12 | -0.1 | 95.0 | 8.8
S=c1nccc(-c2cccs2)[nH]1 | -25.0 | -0.5 | 2.9 | 99.5 | -2.9 | 6.4 | 1.2 | 0.1 | 93.6 | 25.0
CCOCCCNC(=O)C(c1ccc(OC)cc1)N(Cc1ccc2c(c1)OCO2)C(=O)CNC(C)=O (stereo unspecified) | -10.1 | 1.1 | 4.3 | 99.9 | -2.1 | -8.8 | 1.07 | 0.4 | 108.1 | 10.1
O=C(c1ccco1)N1CCN(C(=O)c2cccs2)CC1 | -16.7 | 1.7 | -10.5 | 110.0 | -3.6 | -4.0 | 1.24 | 0.0 | 103.7 | 16.7
O=C(c1cc([N+](=O)[O-])cc([N+](=O)[O-])c1)N(Cc1nnc(-c2ccccc2Cl)o1)C1CC1 | -4.8 | 1.1 | 10.6 | 95.1 | -4.7 | 19.9 | 0.89 | -0.3 | 82.6 | 4.8
COc1cccc(NC(=S)N(Cc2cccc(Br)c2)CC2CCC(C(=O)O)CC2)c1 (stereo unspecified) | 15.8 | 7.6 | 7.4 | 103.8 | -6.8 | 1.2 | 1.47 | 0.3 | 98.1 | -15.8
CC(C)NCCCOc1ccc(Cl)cc1Br | -23.1 | 1.7 | 5.0 | 96.3 | -0.6 | 11.1 | 0.97 | 0.1 | 89.9 | 23.1
COC(=O)c1sc2nc3c(cc2c1N)CCCC3 | -164.4 | 0.4 | 17.3 | 89.4 | 60.5* | -70.1 | 8.23* | -0.1 | 165.3* | 164.4*
O=C(NCc1ccccn1)C1CCN(S(=O)(=O)c2cccs2)CC1 | 2.9 | 0.4 | -2.8 | 104.7 | -4.1 | 0.4 | 1.14 | 0.4 | 99.7 | -2.9
CC(=O)c1ccc2c(c1)N(C)c1ccccc1S2 | -12.4 | 0.9 | 12.8 | 92.3 | 5.3 | -17.2 | 1.32 | -0.2 | 115.9 | 12.4
CC(C)Oc1ccc(C2CC(=O)N(c3ccc(C(=O)O)cc3)C2=O)cc1 (stereo unspecified) | 8.1 | 3.7 | 5.7 | 102.5 | -8.8 | 1.3 | 1.14 | 0.3 | 99.0 | -8.1
Cc1nn(C(C)C(=O)NCc2ccccc2Cl)c(=O)c2c1sc1ccccc12 (stereo unspecified) | -0.7 | 1.1 | -0.4 | 104.2 | -2.8 | -2.0 | 1 | -0.1 | 101.8 | 0.7
CN(Cc1ccccc1)C(=O)CN(Cc1ccccc1)S(C)(=O)=O | -12.4 | 1.6 | 3.7 | 98.7 | -1.7 | 0.4 | 1.16 | 0.1 | 96.1 | 12.4
COc1ccc(S(=O)(=O)Nc2cc3c4c(oc3c3ccccc23)CCCC4=O)cc1 | 2.6 | 4.6 | -0.1 | 98.8 | 1.7 | 2.6 | 0.95 | -0.1 | 97.6 | -2.6
CN1C(=S)SC(C)(C)C1N(O)C(=O)Nc1ccc(Cl)cc1 (stereo unspecified) | 0.3 | 8.4 | 6.0 | 98.5 | 3.8 | -6.7 | 1.62 | 0.0 | 104.5 | -0.3

Compound profiles (already shown). Values in the order: APP transl inh, RAM network inh, STAT3 blocker, STAT3 act, FLuc inhib CS, STAT1 inh, NF-kB neuron act, Hsp70 activator, STAT1 act, APP 5'UTR act
CC(=O)c1ccc2c(c1)N(C)c1ccccc1S2 reads -12.4, 0.9, 12.8, 92.3, 5.3, -17.2, 1.32, -0.2, 115.9, 12.4
Cc1nn(C(C)C(=O)NCc2ccccc2Cl)c(=O)c2c1sc1ccccc12 (stereo unspecified) reads -0.7, 1.1, -0.4, 104.2, -2.8, -2.0, 1, -0.1, 101.8, 0.7

The list goes on.
Compound | APP transl inh | RAM network inh | STAT3 blocker | STAT3 act | FLuc inhib CS | STAT1 inh | NF-kB neuron act | Hsp70 activator | STAT1 act | APP 5'UTR act
FC(F)Sc1ccc(NC(=S)NC(c2ccccc2)c2ccccc2)cc1 | -1.5 | 19.2* | 4.4 | 100.3 | -5.1 | -1.6 | 0.78 | -0.2 | 101.4 | 1.5
COC(=O)CSc1nnc2n1C(C)(C)Cc1ccccc1-2 | 9.8 | 1.0 | 14.7 | 89.5 | 0.5 | -6.1 | 1.01 | -0.3 | 105.6 | -9.8
N#CCn1cnc2sc(-c3ccccc3)cc2c1=O | -18.9 | 2.9 | 11.4 | 93.9 | 6.2 | -27.1 | 1.69 | 0.2 | 123.1 | 18.9
CCCCC(=O)Nc1ccccc1C(=O)N1CCOCC1 | -20.2 | 0.4 | 0.5 | 103.0 | -3.6 | -6.7 | 1.24 | -0.3 | 106.2 | 20.2
Cc1ccccc1N1CC(=O)N(c2ccccc2C)CC1=O | -12.6 | -0.2 | 1.4 | 105.5 | -4.6 | -10.7 | 1.02 | -0.1 | 109.8 | 12.6
O=C(O)c1cnn(-c2nc(-c3cccc(F)c3)cs2)c1C(F)(F)F | 3.7 | -0.9 | 5.2 | 103.8 | -3.4 | 9.3 | 1.2 | 0.1 | 91.6 | -3.7
COc1ccc(NC(=O)Cc2nc3ccccc3[nH]2)cc1 | -3.9 | 1.4 | 9.4 | 95.3 | 0.0 | -5.4 | 1.26 | -0.3 | 104.9 | 3.9
Clc1ccc(CNC2CCCC2)c(Cl)c1 | 16.3 | -0.3 | -3.6 | 101.6 | -7.9 | 2.5 | 0.92 | 0.0 | 97.7 | -16.3
OC1(C#CCN2CCOCC2)CCCCC1 | -22.8 | 1.4 | 12.0 | 99.6 | -3.9 | 0.5 | 1.02 | -0.1 | 98.9 | 22.8
Cc1cccc(-n2c(CCc3ccccc3)nnc2SCC(=O)c2ccccc2)c1 | 14.5 | 4.4 | -1.1 | 99.6 | 2.0 | 12.7 | 1.26 | -0.1 | 88.2 | -14.5
COc1cc([N+](=O)[O-])cc(/C=N/NC(=O)CC#N)c1O | -27.2 | -1.2 | 2.7 | 101.0 | -3.8 | 5.9 | 1.11 | -0.2 | 94.2 | 27.2
O=C(NCC1CCCO1)C(C(=O)c1ccccc1)n1cc(Cl)ccc1=O (stereo unspecified) | -2.1 | 0.1 | 4.8 | 98.4 | -6.5 | -1.6 | 1.07 | 0.2 | 101.4 | 2.1
CCSc1nnc(NC(=O)c2cccc3ccccc23)s1 | -0.4 | 3.8 | 20.4 | 89.8 | -2.1 | -0.1 | 1.08 | -0.3 | 100.1 | 0.4
O=C(CN1C(=O)C2C3C=CC(C3)C2C1=O)Nc1ccc(F)cc1 (stereo unspecified) | 12.6 | 1.5 | -3.1 | 103.1 | 2.8 | 10.6 | 1.16 | -0.5 | 90.7 | -12.6
O=C(CN1CCN(Cc2ccccc2)C1=O)NCCCN1CCOCC1 | -3.0 | 1.6 | 6.7 | 98.5 | -7.9 | 1.9 | 1.48 | -0.3 | 98.3 | 3.0
COc1ccc(CNC(=O)/C(C)=C\C(=O)O)cc1 | 10.6 | 1.7 | 9.3 | 95.1 | 0.6 | -21.9 | 1.33 | -0.3 | 119.1 | -10.6
CC(C)OCCCNS(=O)(=O)c1ccc2ccccc2c1 | 4.7 | -0.7 | -0.9 | 98.3 | -5.4 | 5.5 | 0.92 | -0.3 | 95.0 | -4.7
CN(C)C(CNC(=O)c1cccc(C#N)c1)c1ccco1 (stereo unspecified) | -18.6 | -0.1 | 5.3 | 102.3 | -2.1 | -2.4 | 1.15 | -0.1 | 100.9 | 18.6
CC1(NC(=O)N2CCCCC2)CCS(=O)(=O)C1 (stereo unspecified) | -1.1 | 0.7 | 5.5 | 100.8 | -2.8 | -1.9 | 1.21 | 0.0 | 103.0 | 1.1
COc1ccc(OC)c(C(C)NC=O)c1 (stereo unspecified) | -4.6 | 1.7 | 3.1 | 101.0 | -8.4 | -3.7 | 1.04 | -0.4 | 103.4 | 4.6
CCOc1cc(-c2noc(CCCC(N)=O)n2)cc(Br)c1OC | -15.0 | 3.4 | 8.9 | 96.2 | -0.8 | 1.3 | 1 | -0.3 | 100.1 | 15.0
CC(=O)Nc1ccc(OCC(O)Cn2c3ccccc3c3ccccc32)cc1 (stereo unspecified) | 4.3 | 0.3 | 0.2 | 100.6 | -5.7 | 9.6 | 0.63 | -0.2 | 91.4 | -4.3
COc1ccc(CC(=O)Nc2ccc(/C(C)=N/NC(=O)c3cccc([N+](=O)[O-])c3)cc2)cc1 | -6.3 | 1.2 | 13.1 | 92.3 | -7.5 | 4.5 | 1.9 | 0.0 | 95.9 | 6.3
O=C(CSc1nnc(-c2ccccc2)n1Cc1ccccc1)N1CCOCC1 | -1.1 | -0.3 | 3.1 | 100.6 | -3.7 | -3.8 | 1.02 | -0.2 | 103.5 | 1.1
COc1cccc(-c2csc3nnc(SCC(=O)c4ccc(NC(C)=O)cc4)n23)c1 | 0.1 | -0.2 | 6.6 | 97.3 | -2.1 | 7.0 | 0.95 | -0.3 | 93.6 | -0.1
CCOc1ccc2[nH]c(=O)c(CN(CCO)C(=O)CC)cc2c1 | 8.7 | -0.5 | 6.2 | 102.3 | -1.5 | -4.6 | 1 | 0.0 | 104.2 | -8.7
COc1cc(OC)cc(C(=O)NC(=S)NCc2ccco2)c1 | -6.6 | 9.5* | 7.6 | 103.3 | 0.0 | 2.1 | 1.12 | -0.2 | 98.1 | 6.6
O=C(OCC(O)CN1CCCCC1)C12CC3CC(CC(C3)C1)C2 (stereo unspecified) | -17.0 | 1.6 | 7.3 | 100.0 | 1.0 | 4.2 | 1.02 | 0.1 | 96.1 | 17.0
COC(=O)c1ccsc1NC(=O)C1COc2ccccc2O1 (stereo unspecified) | -3.5 | 2.2 | 12.2 | 93.9 | -3.9 | -7.5 | 1.06 | -0.3 | 106.8 | 3.5
CCC(c1nnnn1Cc1ccco1)N(CCc1ccccc1)Cc1cc2cccc(C)c2[nH]c1=O (stereo unspecified) | -14.4 | 2.5 | -1.9 | 105.2 | -7.4 | 5.6 | 0.95 | -0.2 | 94.8 | 14.4
O=C1[C@@H]2C(Cc3ccc(O)cc3)NC3(C(=O)Nc4ccc(F)cc43)[C@@H]2C(=O)N1c1ccccc1 (stereo partly specified) | -2.8 | 2.1 | -7.9 | 113.4 | -5.9 | -1.7 | 0.85 | 0.2 | 101.6 | 2.8
